Growth percent in the NCI-60 one-dose screen (48 h, 10 µM unless noted): 100 = growth as untreated, 0 = no growth, -100 = all killed.
HCT-15: HCT-15 colon cancer; actives 5.2% (n = 82,000); AID 1794746
HT29: HT29 colon cancer | actives 7.4% (n = 81,000) | AID 1794748
COLO 205: COLO 205 colon cancer; actives 7.3% (n = 79,000); AID 1794742
KM12: KM12 colon cancer cells; actives 5% (n = 82,000)
HCT-116: HCT-116 colon cancer | actives 7.3% (n = 82,000) | AID 1794798
SW-620: SW-620 colon cancer. actives 5.2% (n = 82,000). AID 1794795
HCC-2998: HCC-2998 colon cancer; actives 4.7% (n = 79,000); AID 1794799
SNB-75: SNB-75 CNS cancer; actives 5% (n = 79,000); AID 1794750
A498: A498 renal cancer cells; actives 5.4% (n = 76,000)
Starred values were filed as active, the others as inactive; & = joins results of further samples. The calls were made as follows: active = growth percent below 10; inactive = the rest.

`CN1C(=O)C2=C(NCCN(C(=O)[C@@H](Cl)c3ccccc3)C2c2ccc(Cl)c(Cl)c2)C1(C)C` (some centres not stated) gave HCT-15 89, HT29 99, COLO 205 121, KM12 98, HCT-116 75, SW-620 99, HCC-2998 102, SNB-75 90 and A498 102.
`CC(C)(C)CC(C)(C)Nc1c(-c2c(O)c3ccccc3oc2=O)nc2ccc(Cl)cn12` gave HCT-15 92, HT29 99, COLO 205 99, KM12 97, HCT-116 105, SW-620 101, HCC-2998 101, SNB-75 92 and A498 96.
Screening CCCCOC1=NN(c2ccccc2)C(c2ccc(Cl)cc2)N2CCC[C@@H]12 (some centres not stated) returned HCT-15 100, HT29 84, COLO 205 80, KM12 98, HCT-116 87, SW-620 89, HCC-2998 103, SNB-75 87 and A498 91.
Screening COc1cccc(-c2nn(C(C)(C)C)cc2-c2ccnc(NCCCNS(=O)(=O)c3ccccc3)c2)c1 returned HCT-15 80&101, HT29 70&103, COLO 205 100&114, KM12 101&101, HCT-116 68&93, SW-620 103&103, HCC-2998 106&108, SNB-75 93&81 and A498 89&96.
CC/C(=C(\c1ccc(OCCN2CCCCC2)cc1)c1ccc(OC(=O)Cc2ccccc2)cc1)c1ccccc1 was read as HCT-15 91, HT29 96, COLO 205 94, KM12 112, HCT-116 99, SW-620 97, HCC-2998 115, SNB-75 84 and A498 110.
For CCOCC(=O)C(C#N)c1ccc(Cl)c(Cl)c1 (configuration not stated) the results were HCT-15 90, HT29 104, COLO 205 115, KM12 107, HCT-116 105, SW-620 102, HCC-2998 106, SNB-75 78 and A498 92.
`Cc1ccc[n+](CC(=O)c2ccc(Br)cc2)c1` gave HCT-15 100, HT29 93, COLO 205 105, KM12 97, HCT-116 90, SW-620 103, HCC-2998 94, SNB-75 91 and A498 100.
CCOc1cc2c(cc1OCC)C(c1cc(Cl)ccc1O)NCC2 (configuration not stated) was read as HCT-15 88, HT29 91, COLO 205 98, KM12 92, HCT-116 93, SW-620 94, HCC-2998 91, SNB-75 91 and A498 93.
`CS(=O)(=O)CC(=N\O)/C(CS(C)(=O)=O)=N/O` gave HCT-15 106, HT29 98, COLO 205 123, KM12 101, HCT-116 102, SW-620 105, HCC-2998 105, SNB-75 103 and A498 107.
For Nc1nc(Nc2cccnc2)sc1C(=O)c1ccccc1F the results were HCT-15 28, HT29 36, COLO 205 20, KM12 5.5*, HCT-116 3.8*, SW-620 34, HCC-2998 70, SNB-75 30 and A498 26.
O=C(C1=C(O)C(=O)N(c2nncs2)C1c1cccc(Br)c1)c1cccs1 (configuration not stated) was read as HCT-15 102, HT29 123, COLO 205 109, KM12 105, HCT-116 102, SW-620 109, HCC-2998 111, SNB-75 106 and A498 95.
`CCCCCC(C)NCC(C)O` (configuration not stated) gave HCT-15 102, HT29 101, COLO 205 110, KM12 109, HCT-116 107, SW-620 113 and HCC-2998 102.
Screening CCOC(=O)c1c(C)c[nH]c1C returned HCT-15 104, HT29 104, COLO 205 135, KM12 106, HCT-116 108, SW-620 109, HCC-2998 128, SNB-75 108 and A498 125.
Screening CC(=O)c1cccc(NC(=O)c2ccc(-c3cccc([N+](=O)[O-])c3)o2)c1 returned HCT-15 91, HT29 96, COLO 205 114, KM12 96, HCT-116 99, SW-620 100, HCC-2998 101, SNB-75 95 and A498 91.
For CC(C)(CO)NCC(O)CS(=O)(=O)O (configuration not stated) the results were HCT-15 100, COLO 205 108, KM12 104, HCT-116 96, SW-620 100, HCC-2998 98, SNB-75 90 and A498 118.
COc1ccc2cc(-c3ccnc4c(N=Nc5ccc(Cl)cc5)c(-c5ccccc5)nn34)ccc2c1 was read as HCT-15 106, HT29 93, COLO 205 100, KM12 103, HCT-116 90, SW-620 105, HCC-2998 103, SNB-75 89 and A498 103.
Screening O=C(CSc1nc2sc3c(c2c(=O)n1-c1ccc(Cl)cc1)CCCC3)Nc1nc(-c2cccc([N+](=O)[O-])c2)cs1 returned HCT-15 100, HT29 105, COLO 205 119, KM12 103, HCT-116 98, SW-620 110, HCC-2998 108 and SNB-75 88.
Screening Cc1cc(NNC(N)=S)c2ccccc2c1N=NC(N)=S returned HCT-15 118, HT29 107, COLO 205 122, KM12 99, HCT-116 90, SW-620 100, HCC-2998 112, SNB-75 79 and A498 99.
For COc1ccc(-c2nn(CC(=O)N3CCOCC3)c3ncnc(N)c23)cc1 the results were HCT-15 108, HT29 108, COLO 205 107, KM12 108, HCT-116 100, SW-620 102, HCC-2998 110, SNB-75 96 and A498 104.
CCCCN(CCCC)C(=N)c1ccc(OC)c(OC)c1 was read as HCT-15 103, HT29 64, COLO 205 94, KM12 98, HCT-116 68, SW-620 87, HCC-2998 103, SNB-75 85 and A498 79.
Screening NS(=O)(=O)c1ccc(CCn2c(SCc3ccc([N+](=O)[O-])cc3)nc3ccccc3c2=O)cc1 returned HCT-15 83, HT29 82, COLO 205 88, KM12 88, HCT-116 64, SW-620 79, HCC-2998 88, SNB-75 81 and A498 67.
`CC(=O)Nc1ccccc1-c1ccccc1[N+](=O)[O-]` gave HCT-15 106, HT29 106, COLO 205 104, KM12 116, HCT-116 107, SW-620 107, SNB-75 100 and A498 115.
Screening Nc1nc(N)c2[nH]c(=O)[nH]c2n1 returned HCT-15 93, HT29 104, COLO 205 102, KM12 109, HCT-116 100, SW-620 108, HCC-2998 100, SNB-75 96 and A498 105.
CC(=O)OCC1OC([n+]2c([O-])cc(=O)n3ccsc32)C(OC(C)=O)C1OC(C)=O (configuration not stated) was read as HCT-15 105, HT29 98, COLO 205 102, KM12 98, HCT-116 103, SW-620 104, HCC-2998 101, SNB-75 89 and A498 99.
Screening CCOC(CN1CCN(CC(C)C(=O)c2ccccc2)CC1)c1ccccc1 (configuration not stated) returned HCT-15 100, HT29 108, COLO 205 107, KM12 104, HCT-116 109, SW-620 106, HCC-2998 115, SNB-75 79 and A498 97.
`Cc1c(O)cccc1Cl` gave HCT-15 111, HT29 103, COLO 205 125, KM12 116, HCT-116 104, SW-620 101, HCC-2998 114 and SNB-75 100.
`C/C(=C\C(=O)Nc1ncn[nH]1)Nc1ncn[nH]1` gave HCT-15 102, HT29 102, COLO 205 100, KM12 103, HCT-116 97, SW-620 115, HCC-2998 102, SNB-75 86 and A498 110.
C#CCOc1ccccc1C(OC(=O)c1cccc(OC)c1)C(=O)NC(C)(C)C(C)(C)C (configuration not stated) was read as HCT-15 74, HT29 71, COLO 205 85, KM12 89, HCT-116 57, SW-620 101, HCC-2998 91, SNB-75 72 and A498 104.
N#CNc1nc2ccccc2[nH]1 was read as HCT-15 107, HT29 123, COLO 205 91, KM12 121, HCT-116 95, SW-620 94, SNB-75 83 and A498 101.
N#Cc1c(-c2ccc(C(F)(F)F)cc2)cc(NCCn2ccnc2)n2c1nc1ccccc12 was read as HCT-15 103, HT29 89, COLO 205 100, KM12 98, HCT-116 95, SW-620 108, HCC-2998 107, SNB-75 69 and A498 66.
For O=S(=O)(NCCCNc1nccc(-n2ccc3cccnc32)n1)c1cccc(Br)c1 the results were HCT-15 102, HT29 110, COLO 205 110, KM12 104, HCT-116 102, SW-620 112, HCC-2998 121 and A498 106.
For C#CCC1(c2cccc(C(F)(F)F)c2)NS(=O)(=O)c2ccccc21 (configuration not stated) the results were HCT-15 91, HT29 103, COLO 205 98, KM12 99, HCT-116 89, SW-620 109, HCC-2998 92, SNB-75 86 and A498 105.
CCCCNC(=O)Oc1ccc(/C(=C(/C)Cc2ccc(OC)cc2)c2ccc(OCCN(CC)CC)cc2)cc1 was read as HCT-15 41, HT29 6.0*, COLO 205 47, KM12 85, HCT-116 43, SW-620 93, HCC-2998 86, SNB-75 69 and A498 102.
Screening CC(=O)O[C@H]1CC[C@]2(C)[C@H]3CC[C@@H]4[C@H]5[C@H](C(C)C)CC[C@]5(C(=O)OCC(CO)(CO)N=C(N)N)CC[C@@]4(C)[C@]3(C)CC[C@H]2C1(C)C returned HCT-15 10, HT29 -69*, COLO 205 -90*, KM12 17, HCT-116 -76*, SW-620 -71*, HCC-2998 -61* and A498 113.
`O=C1Nc2ccccc2/C1=N/N=C/c1c[nH]c2ccccc12` gave HCT-15 72, HT29 81, KM12 28, HCT-116 72, SW-620 72, HCC-2998 101 and SNB-75 46.
C[C@H](O)[C@H]1CCC(=O)[C@]23CC(=O)[C@@H]4C[C@@H](O)[C@@H](O)C[C@]4(C)[C@H]2CC[C@]13C was read as HCT-15 105, HT29 99, COLO 205 118, KM12 108, HCT-116 94, SW-620 94, HCC-2998 103, SNB-75 96 and A498 92.
For Nc1ccc2c(c1)S(=O)(=O)c1cc(O)ccc1O2 the results were HCT-15 98, COLO 205 103, KM12 110, HCT-116 96, SW-620 110, HCC-2998 104, SNB-75 87 and A498 102.
Cn1ccc(=Nc2ccc(NC(=O)c3ccc(N=c4ccn(C)c5ccc([N+](=O)[O-])cc45)cc3)cc2)cc1 was read as HCT-15 98, HT29 73, COLO 205 57, KM12 58, HCT-116 33, SW-620 71, SNB-75 -9.3* and A498 98.
Screening Nc1ccc(-c2cc3c(Nc4ccc(Oc5cccc(C(F)(F)F)c5)c(Cl)c4)ncnc3s2)cc1 returned HCT-15 45, HT29 64, COLO 205 91, KM12 44, HCT-116 68, SW-620 101, HCC-2998 69, SNB-75 78 and A498 90.
`Cc1ccc(/C=C2\C(=O)N(C)c3ccc(-c4cc(F)c(F)c(F)c4)cc32)s1` gave HCT-15 85, HT29 93, COLO 205 101, KM12 87, HCT-116 69, SW-620 84, HCC-2998 97 and A498 90.
For COc1ccccc1-[n+]1cc(-c2ccc(-c3ccccc3)cc2)n2c1CCCCC2 the results were HCT-15 66, HT29 1.1*, COLO 205 -7.9*, KM12 4.1*, HCT-116 6.3*, SW-620 15, HCC-2998 22, SNB-75 16 and A498 9.8*.
For CCC(C)[C@H]1O[C@]2(CC[C@@H]1C)C[C@@H]1C[C@@H](C/C=C(\C)[C@@H](OC3C[C@H](OC)C(O[C@H]4C[C@H](OC)[C@@H](O)[C@H](C)O4)[C@H](C)O3)[C@@H](C)/C=C/C=C3\CO[C@@H]4[C@H](O)C(C)=C[C@@H](C(=O)O1)[C@]34O)O2 (some centres not stated) the results were HCT-15 8.3*, HT29 4.4*, COLO 205 -42*, KM12 -12*, HCT-116 -89*, SW-620 19, HCC-2998 -82*, SNB-75 -0.3* and A498 -24*.
For O=S(=O)(O)c1ccc(Sc2ccc(S(=O)(=O)O)cc2)cc1 the results were HCT-15 99, HT29 94, KM12 97, HCT-116 104, SW-620 91, HCC-2998 116, SNB-75 103 and A498 56.
Screening CCCCCCCCCN1C(=O)/C(=c2\sc3n(c2=O)C2C(NN=3)N(CC)C(=O)N2CC)c2ccccc21 (configuration not stated) returned HCT-15 73, HT29 8.0*, COLO 205 93, KM12 9.4*, HCT-116 5.9*, SW-620 30, HCC-2998 102, SNB-75 -14* and A498 19.
For O=C(Nc1cccc(-n2cc(-c3ccncc3)c(-c3ccc(O)c(Cl)c3)n2)c1)c1cc(C(F)(F)F)cc(C(F)(F)F)c1 the results were HCT-15 45, HT29 48, COLO 205 95, KM12 27, HCT-116 44, SW-620 68, HCC-2998 33, SNB-75 59 and A498 57.
Screening S=C(N/N=C\c1cccs1)N/N=C/c1cccs1 returned HCT-15 87, HT29 107, COLO 205 121, KM12 89, SW-620 107, SNB-75 103 and A498 112.
CC(C)C(=O)Nc1ccc(C(=O)NC(=S)Nc2ccc(C(=O)O)cc2)cc1 was read as HCT-15 100, HT29 111, COLO 205 105, KM12 106, HCT-116 104, SW-620 107, HCC-2998 110, SNB-75 79 and A498 122.
`CCOC(=O)C1=C(C)NC(=O)NC1c1cc(=O)oc2c1ccc1ccccc12` (configuration not stated) gave HCT-15 101, HT29 102, COLO 205 104, KM12 99, HCT-116 90, SW-620 99, HCC-2998 101, SNB-75 90 and A498 83.
`O=C(c1c[nH]c2ccccc12)c1n[nH]c(=S)n1-c1ccc(Cl)cc1` gave HCT-15 64, HT29 89, COLO 205 104, KM12 66, HCT-116 100, SW-620 107, HCC-2998 82, SNB-75 88 and A498 108.

Arranged by length of the SMILES (descending): some entries from above
For O=C(Nc1cccc(-n2cc(-c3ccncc3)c(-c3ccc(O)c(Cl)c3)n2)c1)c1cc(C(F)(F)F)cc(C(F)(F)F)c1 the results were HCT-15 45, HT29 48, COLO 205 95, KM12 27, HCT-116 44, SW-620 68, HCC-2998 33, SNB-75 59 and A498 57.
Screening CCCCCCCCCN1C(=O)/C(=c2\sc3n(c2=O)C2C(NN=3)N(CC)C(=O)N2CC)c2ccccc21 (configuration not stated) returned HCT-15 73, HT29 8.0*, COLO 205 93, KM12 9.4*, HCT-116 5.9*, SW-620 30, HCC-2998 102, SNB-75 -14* and A498 19.
Screening Nc1ccc(-c2cc3c(Nc4ccc(Oc5cccc(C(F)(F)F)c5)c(Cl)c4)ncnc3s2)cc1 returned HCT-15 45, HT29 64, COLO 205 91, KM12 44, HCT-116 68, SW-620 101, HCC-2998 69, SNB-75 78 and A498 90.
`Cc1ccc(/C=C2\C(=O)N(C)c3ccc(-c4cc(F)c(F)c(F)c4)cc32)s1` gave HCT-15 85, HT29 93, COLO 205 101, KM12 87, HCT-116 69, SW-620 84, HCC-2998 97 and A498 90.
For COc1ccccc1-[n+]1cc(-c2ccc(-c3ccccc3)cc2)n2c1CCCCC2 the results were HCT-15 66, HT29 1.1*, COLO 205 -7.9*, KM12 4.1*, HCT-116 6.3*, SW-620 15, HCC-2998 22, SNB-75 16 and A498 9.8*.
CC(C)C(=O)Nc1ccc(C(=O)NC(=S)Nc2ccc(C(=O)O)cc2)cc1 was read as HCT-15 100, HT29 111, COLO 205 105, KM12 106, HCT-116 104, SW-620 107, HCC-2998 110, SNB-75 79 and A498 122.
`CCOC(=O)C1=C(C)NC(=O)NC1c1cc(=O)oc2c1ccc1ccccc12` (configuration not stated) gave HCT-15 101, HT29 102, COLO 205 104, KM12 99, HCT-116 90, SW-620 99, HCC-2998 101, SNB-75 90 and A498 83.
Screening S=C(N/N=C\c1cccs1)N/N=C/c1cccs1 returned HCT-15 87, HT29 107, COLO 205 121, KM12 89, SW-620 107, SNB-75 103 and A498 112.

Source: PubChem
